Assay outcomes: PubChem BioAssay, National Center for Advancing Translational Sciences (NCATS)
G9a inh = qHTS Assay for Inhibitors of Histone Lysine Methyltransferase G9a; Histone-lysine N-methyltransferase EHMT2 (Homo sapiens), Q96KQ7; G9a H3K9 monomethylation, AlphaScreen, 2 h; Potency, µM (top dose mostly 102 µM), without a hit: top-dose activity, negative = inhibition, most hits filed as inhibitors; hit rate 8.8% among 350,000; AID 504332, 2011; also: potency is read from the fitted curve at half-maximal effect; % is scaled to controls: 0 for no effect and ±100 for the full control effect; nearly all actives have a fitted effect of over 75% in size
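Methyltransferase reactions run at room temperature for 2 h (20 nM enzyme, 500 nM biotin-H3K9 peptide, 20 uM SAM) after a 15 min compound preincubation; product detected by AlphaScreen beads and anti-H3K9me1 antibody.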
Pol eta inh = qHTS for Inhibitors of Polymerase Eta; DNA polymerase eta (Homo sapiens), Q9Y253; AID 588591, 2011; recombinant Pol eta, fluorescent DNA replication assay; Potency, µM (titrated, usually from 114 µM), without a hit: at the top dose activity change, negative = inhibition, usual class: inhibitors; hit rate 1.2% among 390,000; also: potency is read from the fitted curve at half-maximal effect; % is scaled to controls: 0 for no effect and ±100 for the full control effect
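Pol eta at 10 nM preincubated with compounds 15 min at room temperature; reaction started with fluorescent substrate (50 nM final) and read kinetically at 0 and 10 min.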
PI4K2A block = qHTS for small molecular inhibitors of PI4K2A; purified PI4K2A, ADP-Glo luminescence, 1 h; stronger effect = lower value; activity change, negative = inhibition, % at 76.9 µM; Phosphatidylinositol 4-kinase type 2-alpha (Homo sapiens), Q9BTU6; AID 1346378, 2018; hit rate 0.13% among 420,000; in the data active = activity change below about -50%; inconclusive = mostly about -30% to -49%;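 also: -100% = wells without enzyme as full effect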
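In this quantitative HTS, ADP production by PI4K2A was quantified luminescently after 1 h at ambient temperature; 100 microM adenosine served as plate-quality control.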
JMJD2A Tudor = qHTS Assay for Inhibitors of JMJD2A-Tudor Domain; Lysine-specific demethylase 4A (Homo sapiens), O75164; AlphaScreen JMJD2A-Tudor / H3K4me3 peptide binding; Potency, µM (titrated, usually from 114 µM), inactives show at the top dose activity change, negative = inhibition, hits mostly inhibitors; hit rate 4.4% among 390,000; AID 504339, 2011; also: potency is read from the fitted curve at half-maximal effect; % is scaled to controls: 0 for no effect and ±100 for the full control effect; nearly all actives have a fitted effect of over 50% in size
GLS inhibitor = qHTS for Inhibitors of Glutaminase (GLS). GLS enzymatic activity, qHTS titration. AID 624170, 2012. hit rate 0.21% among 410,000. Potency, µM (highest dose often 45.5 µM), for the others: top-dose activity change, negative = inhibition, hits mostly inhibitors; also: potency is read from the fitted curve at half-maximal effect; % is scaled to controls: 0 for no effect and ±100 for the full control effect
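hKGA in 45 mM KH2PO4 pH 8.2, 0.02% Tween-20 with pin-transferred compounds; 1 mM L-glutamine (stock) plus glutamate oxidase/HRP/Amplex Red coupling added. Fluorescence read initially and after 30 min at RT.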
BAZ2B block = qHTS Assay for Inhibitors of BAZ2B | Bromodomain adjacent to zinc finger domain protein 2B (Homo sapiens), Q9UIF8 | AlphaScreen BAZ2B-H3K14Ac peptide displacement | Potency, µM (highest dose often 114 µM), for the others: top-dose activity change, negative = inhibition, actives largely listed as inhibitors | hit rate 4.4% among 360,000; also: potency is read from the fitted curve at half-maximal effect; % is scaled to controls: 0 for no effect and ±100 for the full control effect; nearly all actives have a fitted effect of over 60% in size
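Compounds, titrated to a top concentration of 110 uM, were incubated 30 min at room temperature with preformed BAZ2B/acetyl-K14 H3 peptide complex (50 nM each). Proximity signal was measured by AlphaScreen after 20 min with beads.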
PGK inhibitor = qHTS Assay to Find Inhibitors of Phosphoglycerate Kinase. PGK/GAPDH coupled, Kinase-Glo luminescence, 60 min. Potency, µM (top dose mostly 57.5 µM), inactives show at the top dose activity change, negative = inhibition, usual class: inhibitors. hit rate 0.043% among 380,000. AID 602233, 2012; also: potency is read from the fitted curve at half-maximal effect; % is scaled to controls: 0 for no effect and ±100 for the full control effect; nearly all actives have a fitted effect of over 60% in size
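Recombinant glycosomal PGK reaction used 1,3-bisphosphoglycerate generated in-well by GAPDH (100nM final) in 100mM TEA pH 7.6, 5mM MgCl2, 0.01% Tween-20. After 60 minutes at room temperature, ATP was read by Kinase-Glo Plus luminescence end-point.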
Pin1 inh = qHTS Assay to Find Inhibitors of Pin1. Pin1 FP peptide displacement, HiFluor488, 10 min. Potency, µM (top dose mostly 115 µM), for inactives: at the highest dose activity, negative = inhibition, usual class: inhibitors. hit rate 0.009% among 390,000; active = well fitted inhibition curve with a large enough effect in the polarisation, with a control signal flat, not every such curve was filed as active; inconclusive = small, poorly fitted or top-dose-only effect, or effect the other way, or a change in a side signal; inactive = no such curve, though single readings can be large or run the other way; the % refers to the polarisation; also: potency is read from the fitted curve at half-maximal effect; % is scaled to controls: 0 for no effect and ±100 for the full control effect
HP1b binding inh = HTS for Inhibitors of HP1-beta Chromodomain Interactions with Methylated Histone Tails | Chromobox protein homolog 1 (Homo sapiens), P83916 | AlphaScreen HP1-beta / biotin-H3K9me3 peptide binding | hit rate 0.56% among 390,000 | Potency, µM (doses to about 114 µM), without a hit: top-dose activity change, negative = inhibition, most hits filed as inhibitors; also: potency is read from the fitted curve at half-maximal effect; nearly all actives have a fitted effect of over 70% in size; inactives centre near 23
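AlphaScreen: HP1-beta (50 nM) preformed 30 min with biotin-H3(1-18)K9me3 peptide (50 nM) in PBS pH 7.4, 0.01% Tween-20. Compound added for 30 min at RT, then streptavidin donor/nickel chelate acceptor beads (10 ug/mL) for 30 min.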
Active calls of the source: *; i = inactive; ? = inconclusive; . = no result given; & = joins results of further samples; [ ] = dose if it differs, or a comment. Unless noted, calls follow the shape of the dose curve; as a rule, active = well fitted curve in the direction sought with a large enough effect; inconclusive = small, poorly fitted or top-dose-only effect, or another doubt; inactive = no such curve, though single readings can be large; an effect the other way counts as inactive or inconclusive. Some of the compounds tested; count on the stated rates, not on these rows.

Each structure is followed by: G9a inh	Pol eta inh	PI4K2A block	JMJD2A Tudor	GLS inhibitor	BAZ2B block	PGK inhibitor	Pin1 inh	HP1b binding inh
> COc1ccc(C2(CO)OC(CO)C(O)C2O)cc1 (stereo not given)
    .	-10%	0	-6%	7%	.	-2%	6%	35%
> CC(=O)c1ccc(N2C(=NC(=O)C3CCCCC3)SC3CS(=O)(=O)CC32)cc1 (stereo not given)
    5%	-27%	-5	-2%	-1%	-19%	-4%	-8%	48%[activator]
> CN(C)CCCNC(=S)N(CCCO)Cc1cc2cc3c(cc2[nH]c1=O)OCO3
    7%[0.501 µM]	2%	3	-8%	1%	11%	-4%	6%	15%
> CC(=O)N1CCc2c(sc(NC(=O)CN3C(=O)CCC3=O)c2C(N)=O)C1
    ?	-11%	-6	-23%	-3%	10%	-5%	-27%	-11%
> COc1ccccc1NC(=O)c1ccccc1Oc1ccccc1
    109%[activator]	-10%	5	92%[activator]	-10%	24%	4%	?	128%[activator]
> C=CCNC(=S)NCCO
    11%[2.33 µM]	-15%	-3	-7%	-1%	3%	6%	15%	41%[activator]
> Cc1nc2ccc(NC(=O)c3cccnc3)cc2s1
    2%	-15%	2	-2%	-19%	.	-5%	-2%	26%
> O=C(Nc1nnc2n1CCS2)c1ccco1
    1.8µM*	-10%	-2	1.6µM*	0%	13µM*	-9%	2%	20%[57 µM]
> CC1(C)Cc2c(sc(NC(=O)c3ccc4ncsc4c3)c2C(N)=O)C(C)(C)N1
    ?	0%	32	-17%	-11%	.	-1%	2%	-2%
> COc1ccc(-n2ncc(C(=O)NCc3ccc4c(c3)OCO4)c2C2CCN(C(=O)OC(C)(C)C)CC2)cc1
    -37%[59 µM]	-20%	-8	-33%	0%	-8%[57.1 µM]	3%	?	11%
> O=C(Nc1nc(-c2cccs2)cs1)c1ccc(Cl)cc1
    32µM*	-14%	-4	17%[57.1 µM]	3%	3%	-5%	7%	41%
> O=C(COC(=O)c1cccnc1Cl)Nc1ccc(N2CCOCC2)cc1
    .	-7%	-3	.	25%	.	1%	.	.
> CC1(N2CCCCC2)C(=O)c2ccccc2C1=O
    0%[59 µM]	-20%	0	8%	0%	26%	-9%	0%	39%[activator]
> O=C(O)CCc1ccc(-c2ccccc2)n1NC(=O)c1ccco1
    ?	?	2	-18%	-4%	-2%	i	-13%	16%
> COc1ccc(CC(=O)N2CCc3cc(OC)c(OC)cc3C2C)c(OC)c1 (stereo not given)
    16%	-12%	3	-17%	-4%	-1%	i	-23%	1%
> O=C(c1ccc(F)c(S(=O)(=O)N2CCOCC2)c1)N(c1ccccc1)c1ccccn1
    5%	-2%	-2	-19%	-4%	-16%	-2%	-9%	8%
> S=C(NCCc1ccccc1)Nc1ccccc1N1CCOCC1
    -35%[12.7 µM]	-8%	-8	-14%	25%	-27%	1%	9%	24%
> CN(C)c1ccc(N=Nc2ccccc2Br)cc1
    3.5µM*	-3%	-4	10µM*	7%	4.5µM*	-4%	-1%	5µM*
> CN1CCN(S(=O)(=O)c2ccc(C(F)(F)F)cc2)C(c2ccccc2)C1 (stereo not given)
    15%[2.33 µM]	-12%	-4	12%	-1%	1%	-1%	0%	78%[activator]
> COc1ccc(NC(=O)CN2C(=O)C(C)Oc3ccccc32)cc1OC (stereo not given)
    14%	12%	1	-4%	5%	-8%	-1%	1%	13%
> COc1cccc(NC(=O)CN(C)C(=O)c2cccc(S(=O)(=O)N3CC4(C)CC3CC(C)(C)C4)c2)c1 (stereo not given)
    .	2%	0	-5%	1%	.	-3%	?	31%
> NS(=O)(=O)c1ccc(CCNS(=O)(=O)c2ccccc2)cc1
    -8%	-4%	-2	-6%	-8%	-5%	6%	1%	26%
> CCOc1ccc(N(C)S(=O)(=O)c2cc(-c3cc(C)no3)ccc2C(C)C)cc1
    -3%	-7%	2	-5%	4%	-17%	7%	2%	32%[activator]
> CCOc1ccc(NC(=O)CCNS(=O)(=O)c2cccc3nsnc23)cc1
    ?	-20%&-25%	4&-4	-4%&-5%	-5%&6%	-15%&2%	1%&2%	-5%&6%	15%&26%
> COC(=O)CCC/C=C1/SCC(NC(=O)c2ccccc2)/C1=N/O (stereo not given)
    7%	2%	-2	-15%	-10%	-3%	1%	4%	29%
> Cc1nc(/N=C\c2ccc(N(C)C)cc2)sc1C
    16%[2.33 µM]	-15%	3	-17%	-5%	9%	-9%	-1%	-1%
> C=C(C)Cn1c(CCNC(=O)CC)nc2ccccc21
    16%[59 µM]	-7%	2	?	4%	-3%	-8%	-1%	42%[activator]
> N#Cc1ccc(NC(=O)COC(=O)C2CCC2)cc1
    .	-8%	-3	.	2%	.	0%	.	.
> CC(C)OC(=O)c1cc(NC(=O)c2nn(C)cc2Br)cc(C(=O)OC(C)C)c1
    10%[59 µM]	-14%	4	-5%	2%	2%	-4%	0%	23%
> CCOC(=O)c1[nH]c2ccc(F)cc2c1NC(=O)Nc1ccccc1OC
    ?	1%	-5	-12%	-1%	1%	-8%	2%	18%
> CC(C)CCNC(=O)c1cnc2sc(N3CCCCCC3)nn2c1=O
    3%[59 µM]	-23%	-2	-7%	0%	-16%	i	-7%	49%[activator]
> CC(C)Cc1nc2c(nnn2Cc2ccccc2F)c(=O)[nH]1
    .	11%	1	-9%	4%	-20%	-1%	11%	40%[activator]
> O=C(CCC1N=C2c3ccccc3N=C(SCc3cccc(F)c3)N2C1=O)NC1CCCCC1 (stereo not given)
    3%[59 µM]	-12%	-1	-9%	-11%	-3%	2%	4%	26%
> COc1ccc(-c2nc(Cn3c(SCc4ccc(C)cc4)nc4ccncc43)c(C)o2)cc1OC
    -41%[59 µM]	-23%	0	-30%	15%	-12%	-2%	?	14%
> CS(=O)(=O)N(CC(=O)NCC1CCCO1)c1cc(Cl)c(Cl)cc1Cl (stereo not given)
    14%	-13%	1	-19%	3%	5%	i	-4%	-14%
> Cn1c(=O)n(C)c2cc(N3CCOCC3)c(NC(=O)c3ccc(C(C)(C)C)cc3)cc21
    -42%[59 µM]	-3%	1	-21%	-2%	-13%	-1%	-13%	11%
> COCC(C)NC(=O)c1cc2c(ccc3ccccc32)oc1=O (stereo not given)
    4%	-17%	-1	16%	2%	8%	10%	-3%	50%[activator]
> O=C1C=C(c2cccs2)C[C@H](c2ccccc2)[C@H]1n1nnc([N+](=O)[O-])n1
    -10%[59 µM]	-13%	1	-35%	16%	-13%	6%	1%	?
> CC(C)Cn1nc(NC(=O)c2cccs2)c2cc3ccccc3nc21
    .	0%	-3	51%[activator]	1%	84%[activator]	-4%	13%	57%[activator]
> COc1ccc(C(C(=O)NC(C)(C)C)N(CCO)C(=O)CCC(=O)Nc2cc(C)on2)cc1 (stereo not given)
    5%	3%	-29	-7%	4%	10%	4%	1%	55%[activator]
> Nc1ccc2nc(-c3ccccc3)c(-c3ccccc3)nc2c1
    67%[activator]	-10%	18	-1%	-3%	6%	i	?	19%[57 µM]
> COc1ccc(CCNC(=S)Nc2ccc(C)cc2C)cc1
    -6%[59 µM]	-18%	4	-11%	9%	-38%	-1%	-1%	16%
> O=S(=O)(c1cccc(-c2cn3cccnc3n2)c1)N1CCOCC1
    35µM*	-9%	-1	-6%	2%	-2%	-9%	1%	32%[activator]
> Cn1cc(Br)c(C(=O)NN2C(=O)C3C4C=CC(C5CC45)C3C2=O)n1 (stereo not given)
    3%	-17%	-1	-10%	12%	-1%	-7%	-4%	37%
> CCCc1ccccc1OCCNS(=O)(=O)c1cc2c(cc1C)OCC(=O)N2
    -3%	-24%	-5	-3%	-9%	-1%	-8%	-1%	24%
> O=C(COC(=O)COc1ccc(Cl)cc1)Nc1cccnc1Cl
    .	-2%	-3	.	-4%	.	0%	.	.
> Brc1cnc2nc(SCc3nc4ccccc4[nH]3)[nH]c2c1
    3%	23%	7	-5%	-1%	-25%	-6%	-1%	31%
> CCOC(=O)c1c(NC(=O)CN2C(=O)NC(C)(c3ccc(Cl)cc3)C2=O)sc(C(=O)NC)c1C (stereo not given)
    20%[59 µM]	-18%	3	-23%	-10%	3%	6%	13%	12%
> Cc1ccc(N(C)S(=O)(=O)c2c(-c3ccccc3)csc2C(=O)O)cc1
    -3%[59 µM]	-8%	-2	14%	28%	-2%	1%	-4%	31%
> COc1ccc(-c2nnc(N3CCCCC3)c3ccccc23)cc1
    -1%	-8%	-3	-28%	-5%	-1%	-4%	2%	20%
> Cc1ccccc1Nc1nnc(SCC(=O)c2ccc(O)cc2O)s1
    8.9µM*	-18%	0	-34%	35%[activator]	-34%	i	-12%	-7%
> COc1cccc2c(C)nc(Nc3nc(CSc4nnc(C)s4)cc(=O)[nH]3)nc12
    -21%[12.7 µM]	-5%	1	?	81%[activator]	-1%	9%	?	?
> Cc1cccc(NC(=O)CSc2nnc(C)n2Cc2ccccc2)c1
    6%[59 µM]	-10%	6	-4%	-4%	8%	-5%	-3%	35%
